LDHA block: blocks human lactate dehydrogenase A | activity change, % (values are at about 110 or 230 µM) | P00338 | 480,000 tested, 0.15% active | purified LDHA, NADH/diaphorase-resazurin fluorescence; hits give low values; in the data active = activity change below about -30%; inconclusive = mostly about -25% to -30%;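 also: plate controls were DMSO wells for no effect and wells without enzyme for full effect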
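LDH5 2 nM; NADH 0.06 mM, pyruvate 0.2 mM; 200 mM Tris pH 7.4, EDTA, Tween-20; 5 min RT. Detection: diaphorase 0.133 mg/mL + resazurin 37 µM, fluorescence ex540/em590 at 0 and 20 min; normalized to enzyme-free and DMSO wells.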
D1 ag: activates the human D1 dopamine receptor; HEK293 T-REx D1 cells, calcium flux, agonist mode; AID 504660; activation, % at 2 µM; P21728; 360,000 tested, 1% active; in the data active = activation above about 30%; also: 0% is about no effect
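Tetracycline-induced HEK293 TREx D1 cells, force-coupled to calcium signalling, were dye-loaded with a no-wash calcium kit. Compound was pin-added after a 10 s baseline. Fluorescence was read kinetically at 1 cycle/s for 180 s, with calcium rises flagged as agonism.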
Vif-A3F inh: inhibitors of Vif-A3F interaction. HeLa A3F-eYFP + Vif (tagged APOBEC3F with the HIV-1 protein that degrades it), YFP fluorescence increase. Potency, µM (top dose mostly 46.1 µM), for inactives: top-dose activity, negative = active. 390,000 tested, 0.2% active; also: potency is read from the fitted curve at half-maximal effect; % of control where 0% means no effect; nearly all actives have a fitted effect of over 65% in size
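HeLa cells stably expressing Vif plus C-terminally eYFP-tagged A3F were seeded, incubated overnight at 37 deg C, dosed with compound, incubated overnight again at 37 deg C. Yellow fluorescence (Ex 488/Em 500-530) reported blocked Vif-mediated A3F-eYFP degradation.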
D1 PAM: enhances dopamine response at the human D1 receptor | P21728 | HEK293 TREx D1 cells, calcium flux, dopamine EC20 potentiation | potentiation, % at 10 µM | 360,000 tested, 0.036% active | AID 504651; in the data active = potentiation above about 30%; also: 0% is about no effect
D1 antagonist: human D1 dopamine receptor antagonism. 360,000 tested, 3.2% active. HEK293 TREx D1 cells, calcium flux, dopamine EC80; hits give low values. activity change, negative = inhibition, % at 10 µM. P21728; in the data active = activity change below about -30%; also: % is scaled to controls: 0 for no effect and ±100 for the full control effect
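After overnight tetracycline induction at 30 C, force-coupled D1 HEK293 cells took up a no-wash calcium dye at room temperature. Compounds were added and monitored 180 s, and the response to EC80 dopamine was then recorded.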
RXFP1 agonist: agonists of human relaxin receptor RXFP1 | Q9HBX9 | HEK293T-RXFP1 cAMP TR-FRET, 30 min; response scale: percent of porcine relaxin response, buffer zero | Potency, µM (series often up to 57.5 µM), without a hit: top-dose activation, hits mostly activators | 370,000 tested, 0.3% active; also: potency is read from the fitted curve at half-maximal effect; % is scaled to controls: 0 for no effect and ±100 for the full control effect; nearly all actives have a fitted effect of over 60% in size; many of its hits are not listed in these tables
Target sequence (Q9HBX9 whole entry, looked up): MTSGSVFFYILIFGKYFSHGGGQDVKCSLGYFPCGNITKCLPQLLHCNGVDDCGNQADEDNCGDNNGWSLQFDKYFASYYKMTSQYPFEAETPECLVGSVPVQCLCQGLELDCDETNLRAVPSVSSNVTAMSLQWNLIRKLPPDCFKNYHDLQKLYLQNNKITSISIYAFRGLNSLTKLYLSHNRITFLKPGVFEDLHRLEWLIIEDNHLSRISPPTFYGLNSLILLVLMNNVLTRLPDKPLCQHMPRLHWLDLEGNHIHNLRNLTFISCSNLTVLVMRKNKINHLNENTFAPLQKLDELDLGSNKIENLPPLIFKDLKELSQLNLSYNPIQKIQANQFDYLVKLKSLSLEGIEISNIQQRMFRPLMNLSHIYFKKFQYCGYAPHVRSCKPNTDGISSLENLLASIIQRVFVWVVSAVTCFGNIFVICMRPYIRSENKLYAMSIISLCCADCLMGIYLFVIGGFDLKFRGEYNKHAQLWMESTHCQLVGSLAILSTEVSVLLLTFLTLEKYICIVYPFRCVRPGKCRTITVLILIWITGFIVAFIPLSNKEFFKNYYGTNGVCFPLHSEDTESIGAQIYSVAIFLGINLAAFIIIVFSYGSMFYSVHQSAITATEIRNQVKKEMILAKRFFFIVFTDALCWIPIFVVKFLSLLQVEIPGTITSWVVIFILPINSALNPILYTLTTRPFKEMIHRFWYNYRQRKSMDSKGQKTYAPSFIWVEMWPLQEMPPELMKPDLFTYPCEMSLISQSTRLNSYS
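cAMP rise read by TR-FRET after 30 min, 37C compound exposure (up to 58 uM) in RXFP1-transfected HEK293 cells with Ro 20174 present. EC50 from Hill-equation fits, with 29 nM porcine relaxin as 100% and buffer as basal.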
Vif-A3G inh: blocks the Vif interaction with human APOBEC3G; Q9HC16; 410,000 tested, 0.076% active; AID 602310; Potency, µM (titrated, usually from 46.1 µM), inactives show at the top dose activity, negative = active, most hits filed as inhibitors; HeLa A3G-eYFP + Vif (tagged APOBEC3G with the HIV-1 protein that degrades it), YFP fluorescence, overnight;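 also: potency is read from the fitted curve at half-maximal effect; % is scaled to controls: 0 for no effect and ±100 for the full control effect; nearly all actives have a fitted effect of over 60% in size; hits raise eYFP signal because A3G escapes Vif-driven loss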
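Read-out is eYFP fluorescence (Ex 488/Em 500-530) from Vif-expressing HeLa A3G-eYFP cells; more signal means A3G escaped Vif-mediated degradation. Cells plated overnight, compound pinned in, incubated overnight at 37 deg C.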
Glioma ERSR ind: induces the endoplasmic reticulum stress response in human glioma cells. U87-MG GRP78 promoter luciferase reporter, 16 h. Potency, µM, for inactives: at the top dose activation, hits mostly activators. 420,000 tested, 0.02% active. AID 602332; also: potency is read from the fitted curve at half-maximal effect; series mostly up to about 76 µM; % of control where 0% means no effect; nearly all actives have a fitted effect of over 35% in size
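Stably transfected U87-MG glioma cells carrying a GRP78-based luciferase sensor; 16 h compound incubation. Luminescence end-point read 10 min after Bright-Glo addition at room temperature.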
D2 PAM: positive allosteric modulators of human D2 dopamine receptor; HEK293 T-REx D2, calcium flux, EC20 dopamine potentiation; AID 485347; 340,000 tested, 0.34% active; potentiation, % at 10 µM;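 active = potentiation over 3 SD above the plate norm, cut at about 30% in these data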; also: 0% is about no effect
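Cells plated with tetracycline inducer and held overnight at 30 C; calcium dye loaded 30–90 min at room temperature; baseline taken, compound added and read 180 s; EC20 dopamine then added and read 180 s.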
Active calls of the source: *; ? = inconclusive; . = no result given; & = joins results of further samples. Unless noted, calls follow the shape of the dose curve; as a rule, active = well fitted curve in the direction sought with a large enough effect; inconclusive = small, poorly fitted or top-dose-only effect, or another doubt; inactive = no such curve, though single readings can be large; an effect the other way counts as inactive or inconclusive. This is a subset; count on the stated rates, not on these rows.

SMILES	LDHA block	D1 ag	Vif-A3F inh	D1 PAM	D1 antagonist	RXFP1 agonist	Vif-A3G inh	Glioma ERSR ind	D2 PAM
CC(C)Cn1c(N)c(C(=O)COC(=O)c2cccnc2Cl)c(=O)n(C)c1=O	-3	7	0%	-5	-24	3.9%	3%	1%	-3
O=C(CC1OC(=O)c2ccccc21)NC1CCCCC1 (centres undefined)	-3	1	-4%	-7	-11	-1.7%	-2%	1%	-3
Cc1cc(C)c(-c2noc(C(=O)OC(C)(C)C)c2C(=O)OC(C)(C)C)c(C)c1	0	3	?	4	-17	-0.1%	2%	-2%	-12
CCOc1ccc(C(=O)NC(=S)Nc2ccccc2N2CCCCC2)cc1[N+](=O)[O-]	2	3	6%	6	-12	-1.7%	1%	-2%	-7
Cc1ccc(S(=O)(=O)Oc2ccc(/C=C(/NC(=O)c3ccccc3)C(=O)NCCC(=O)O)cc2)cc1	-9	0	1%	-1	-3	2.8%	-1%	-2%	14
CCCCN1CC(COCc2ccccc2)Oc2cccc(N3CCCC3)c2S1(=O)=O (centres undefined)	-4	.	1%	.	.	.	4%	-2%	.
O=C(c1ccc(F)cc1)C(CCCCCC(CN1CCOCC1)C(=O)c1ccc(F)cc1)CN1CCOCC1 (centres undefined)	-1	6	-9%	0	1	0.6%	0%	-3%	-21
COc1cccc(C(=O)NCc2ccc3c(c2)CCN3C(=O)c2ccncc2)c1	-5	0	7%	0	-8	3.3%	2%	-2%	6
CC(=O)C1=C(O)C(=O)N(c2ccccn2)C1c1ccccc1[N+](=O)[O-] (centres undefined)	6	4	-14%	4	12	6.7%	-2%	0%	8
COc1ccc(C(=O)C2CCCN(Cc3ccc4nonc4c3)C2)cc1F (centres undefined)	-5	1	-23%	-5	-9	1.0%	5%	-1%	8
Cc1cc(C)c(/C=C/c2onc(C)c2S(=O)(=O)N2CCC(C(=O)N(C)Cc3ccccc3)CC2)c(C)c1	-9	5	-6%	-1	2	-0.3%	6%	-2%	-6
O=C(O/N=C(/c1ccccc1)c1ccncc1)c1cccc(F)c1	-12	2	9%	-14	-59*	1.5%	1%	6%	.
O=C(NS(=O)(=O)Oc1cccc(Cl)c1Cl)OC[C@@H]1CCCN2CCCCC12 (some centres undefined)	0	2	0%	-1	3	-2.1%	0%	-2%	7
NS(=O)(=O)c1ccc(NC(=O)/C=C/c2ccccc2[N+](=O)[O-])cc1	-6	-1	15%	1	21	2.5%	1%	0%	-5
CCn1c(=O)n(CC)c2cc(N3CCCC3)c(NC(=O)c3ccccc3F)cc21	6	-1	3%	-6	-9	-0.6%	0%	-6%	10
CCC1CCC/C1=N\NC(=O)CCC(=O)Nc1ccccc1Cl (centres undefined)	-8&-5	-1	2%	-5	-3	2.1%	2%	-6%	2
CCC(=O)Nc1ccc(NC(=S)NC(=O)c2cc3ccccc3o2)cc1	-9	7	-1%	-4	-16	2.5%	-3%	-3%	2
CCCCCCNC(=O)CCCCCNS(=O)(=O)c1ccc(Br)cc1	-2	6	-6%	-8	-10	0.1%	-4%	-3%	-1
Nc1nc(=O)n(C2CCCCO2)cc1Br (centres undefined)	-8	.	-8%	.	.	.	1%	-2%	.
COc1ccccc1NC(=O)CCSc1nnnn1C	-2	2	2%	-5	-24	2.3%	1%	1%	-3
CCCCn1nnnc1NCc1cccnc1	2	2	-4%	-2	2	-0.1%	-6%	-4%	.
CCOC(=O)C1=C(C)N(CCCC(=O)O)C(=O)NC1c1ccccc1Cl (centres undefined)	0	.	6%	.	.	.	-2%	12%	.
CN1CCC(NC(=O)NC2CCCCC2)CC1	-4	2	-15%	6	1	0.5%	1%	-1%	.
COc1ccc(N2C(=S)NC3c4cc(Cl)ccc4OC2(C)C3C(=O)N(C)C)cc1 (centres undefined)	-3	0	5%	10	4	0.4%	?	-7%	11
O=C(Nc1ccc(C(=O)OCc2cc(=O)n3nc(C4CC4)sc3n2)cc1)c1cccc(Cl)c1	0	6	-22%	0	4	-0.7%	0%	8%	-5
SMILES	LDHA block	D1 ag	Vif-A3F inh	D1 PAM	D1 antagonist	RXFP1 agonist	Vif-A3G inh	Glioma ERSR ind	D2 PAM
CCCCc1ccc(C(=O)Nc2ccc3nc(N4CCN(CC)CC4)cc(C)c3c2)cc1	-3	5	-16%	-1	-59*	-1.4%	4%	1%	7
COc1ccc(CNC(=O)c2cc3cc4cc(OC)ccc4nc3o2)cc1	4	-2	1%	0	0	7.1%	3%	2%	-6
Clc1ccc(-c2nc3c4cnn(-c5ccccc5Br)c4ncn3n2)c(Cl)c1	-6	1	.	0	12	-0.2%	.	.	-3
CCC(=O)N1CCN(c2ccc(Cl)cc2NC(=S)NC(=O)c2ccco2)CC1	1	.	6%	.	.	.	-1%	-5%	.
CCc1ccc(NC(=O)Nc2ccsc2C(=O)OC)cc1	-1	1	-10%	3	-10	3.6%	-7%	-2%	0
O=C(Cn1ncc2c1-c1ccccc1OC2)Nc1nc2ccccc2s1	2	6	-2%	13	21	0.3%	0%	-6%	-10
COCCn1c(SCC(=O)Nc2cccc(F)c2)nc2c([nH]c3ccccc32)c1=O	-3	0	-7%	-10	-4	?	-8%	-2%	-4
O=Cc1c(-c2ccccc2)cc2oc3ccccc3cc1-2	-5	2	-6%	4	-7	0.3%	-24%	6%	2
O=C1N=C(N2CCOCC2)S/C1=C1\C(=O)N(Cc2ccccc2)c2ccc(Br)cc21	.	4	.	-5	5	1.2%	.	.	-16
O=C(c1ccc(F)cc1)N1C2CCC1CC(O)(c1ccccc1F)C2 (centres undefined)	-2	-1	.	4	6	3.3%	1%	-1%	7
OC(c1ccccc1)(C1CCCCC1)C(CN1CCOCC1)c1ccccc1 (centres undefined)	2	1	-4%	4	50	0.5%	-11%	-5%	12
N#Cc1ccc(C(=O)NNC(=O)c2cccc(S(=O)(=O)N3CCOCC3)c2)cc1	-5	.	?	.	.	.	-2%	-5%	.
CCn1c(SCC(=O)Nc2ccc(C(C)=O)cc2)nc2nc3c(cc2c1=O)CCCC3	-3	2	1%	-3	-11	9.6%	-1%	1%	8
O=C(Nc1ccccc1)O/N=C(\c1ccccc1)c1ccccn1	6	3	-7%	-1	-1	1.0%	1%	1%	-2
CCc1cccc(CC)c1-n1c(SCC(=O)N2CCc3ccccc32)nc(O)cc1=O	-6	.	-15%	.	.	.	-1%	-3%	.
O=C(CNC(=O)c1cccs1)NCC(=O)OCc1ccccc1Br	-5	-2	10%	-2	.	5.2%	0%	-6%	-1
CC(=O)Oc1c(C(=O)c2nnc(C)o2)c(=O)n(C)c2ccccc12	4	1	-3%	3	-5	2.7%	-1%	-1%	11
Cc1cc(Nc2cccc(Cl)c2)nc(NCc2ccccc2)n1	-2&2	5	2%	-12	-23	2.5%	-2%	-3%	13
CCOc1cc(C(=O)N2CCCC2)cc(OCC)c1OCC	-15	1	.	-5	-21	1.2%	0%	-5%	-5
Cc1cc(C)cc(-c2nnc(SCC(=O)NC3CC3)o2)c1	-1	1	1%	-8	-17	1.4%	0%	-1%	17
CN(C(=O)c1cccc(NC(=O)Cc2ccc(NC(=O)C3CCCN(C(=O)c4ccccc4)C3)cc2)c1)C1CCCCC1 (centres undefined)	-1	.	0%	.	.	.	-6%	-2%	.
CC(=O)c1cccc(NC(=O)C2CCCN(S(=O)(=O)c3ccccc3)C2)c1 (centres undefined)	-6	2	2%	-4	5	0.0%	0%	-3%	4
CCN(CC)CCNC(=O)c1ccc(-n2c(C)cc3c2CCCC3=O)cc1	2	2	-1%	-3	-4	0.7%	-8%	-2%	-2
NS(=O)(=O)c1ccc(NC(=S)NCc2ccccc2Cl)cc1	-13	9	-1%	11	-9	2.5%	-7%	-1%	-7
CSc1ccccc1NC(=O)COC(=O)CCC(=O)c1ccc(F)cc1	-2	.	-1%	.	.	.	-1%	-3%	.
SMILES	LDHA block	D1 ag	Vif-A3F inh	D1 PAM	D1 antagonist	RXFP1 agonist	Vif-A3G inh	Glioma ERSR ind	D2 PAM
CC1CCC(NC(=O)COc2ccccc2C(N)=O)CC1 (centres undefined)	5	2	1%	3	13	2.5%	0%	-3%	-1
COC(=O)c1sccc1S(=O)(=O)N1CCN(c2ccccc2)CC1	-1	-1	2%	-3	-8	0.8%	-7%	-2%	.
Nc1nc(N)c2c(n1)CCCC2	-3	4	0%	15	9	6.8%	5%	-2%	.
CCN(CC)S(=O)(=O)c1ccc(-n2cnnn2)c(C)c1	-4	2	-6%	-2	-14	1.0%	-1%	-4%	9
COc1cc(OC)cc(C(=O)N[C@H](C(=O)Nc2nc3ccc(S(C)(=O)=O)cc3s2)C(C)C)c1	-7	1	0%	8	-2	1.2%	-7%	-6%	-10
COc1ccc(C(=O)NCCc2nnc3ccc(SCC(=O)NCc4ccccc4)nn23)cc1	-2	1	0%	-8	4	-0.4%	-2%	-3%	12
CC(C)CN(C(=O)CSc1nnc(C2CC2)n1-c1ccccc1)C1CCS(=O)(=O)C1 (centres undefined)	-3	0	3%	-3	28	-0.8%	0%	-1%	-2
CCOCCCNC(=O)C1CCC(CNS(=O)(=O)c2cccc3nsnc23)CC1 (centres undefined)	-9	0	-5%	-6	5	-0.5%	0%	-4%	15
CSc1nnc(NC(=O)Cc2coc3cc(C)ccc23)s1	-1	5	-3%	0	8	0.2%	-1%	-5%	0
COc1ccc(C(c2c[nH]c3ccccc23)c2c[nH]c3ccccc23)cc1O	.	2	.	.	-5	-1.0%	.	.	14
CC1=NN(C(=O)c2ccc(Cn3nc(C)c([N+](=O)[O-])c3C)o2)C(O)(C(F)(F)F)C1 (centres undefined)	-4	10	2%	-1	-19	1.9%	2%	-2%	.
O=C(CCN1C(=O)S/C(=C\C=C\c2ccccc2)C1=O)Nc1ccc(O)cc1	-6	-1	4%	-2	-38*	1.0%	1%	5%	.

High-throughput results as filed in PubChem BioAssay.
